Bfl-1 inhibitors – displacement of Bid BH3 peptide from Bfl-1 – biochemical, fluorescence polarization, FITC-Bid, mouse, primary screen (AID 432); FITC-Bid BH3 peptide fluorescence polarization displacement; higher % means a stronger effect; displacement, % at 20 µM, or IC50 in µM where a hit was titrated; actives 0.02% (n = 64,000); in the data active = a potency from the dose series; inactive = the rest, 99 in 100 with displacement below about 15%; also: strong numbers were not always called active
KRASV12 cytotoxicity – viability loss of HPDE-C7K cells – cell-based, fluorescence, HTS, primary screen (AID 431); HPDE-C7K KRASV12 cells, Alamar Blue viability, 48 h; higher % means a stronger effect; one-dose cytotoxicity, % at 10 µM; EC50 in µM for titrated hits; actives 1.7% (n = 63,000);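 active = compounds whose percent cytotoxicity in the single-dose primary screen, scaled between solvent and toxic-drug controls, exceeds 50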;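 also: 0% = DMSO solvent wells and 100% = doxorubicin-treated wells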
PMK inhibit – S. pneumoniae PMK inhibition; purified PMK, PK/LDH-coupled NADH absorbance 340 nm; actives 0.49% (n = 65,000); AID 539; inhibition, % at 10 µM;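 active = top-ranked compounds by inhibition in the single 10 µM screen, taking a fixed number of the strongest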;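 also: 0% = full reaction with DMSO carrier and 100% = background rate without enzyme reaction; no value below 0 was filed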
DPM-DC inhibit – S. pneumoniae DPM-DC inhibition | purified DPM-DC, PK/LDH coupled NADH fluorescence | calls only at 10 µM | actives 0.49% (n = 65,000) | AID 556;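 active = the 320 compounds with the highest percent inhibition in the single-dose primary screen, excluding strongly autofluorescent ones, cut at about 32% in these data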;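 also: kinetic rate of NADH fluorescence loss reporting ADP formed by the decarboxylase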
Alkaline phosphatase – inhibition of tissue-nonspecific alkaline phosphatase – biochemical, luminescent (AID 518); purified TNAP enzyme, luminescent substrate readout; higher % means a stronger effect; inhibition, % at 20 µM, or IC50 in µM where a hit was titrated; actives 0.09% (n = 64,000); in the data active = a potency from the dose series; inactive = the rest, 99 in 100 with inhibition below about 22%;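 also: plate controls were vehicle for no effect and reference inhibitor for full effect; many of its hits are not listed in these tables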
LYP phosphatase – inhibition of human PTPN22 tyrosine phosphatase – biochemical, DiFMUP fluorescence, recombinant catalytic domain, 10 µM, primary screen (AID 606). recombinant LYP catalytic domain, DiFMUP fluorescence; higher % means a stronger effect. inhibition, % at 10 µM; hits with a dose series show IC50 in µM. 52,000 tested, under 10 active;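 active = IC50 under 40 µM in the dose-response test; inactive = IC50 of 40 µM or more, or never dose-tested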
HT1080 viability – HT1080 cell viability loss – fluorescence readout (AID 620); actives 0.42% (n = 87,000); cytotoxicity, % at 10 µM; hits with a dose series show EC50 in µM; HT1080 viability, fluorescence; higher % means a stronger effect;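 also: cells exposed to compound overnight then 4 h with Alamar Blue; 0% = vehicle DMSO and 100% = killing control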
Spn MK inh – inhibitors of Streptococcus pneumoniae mevalonate kinase | purified MK, PK/LDH-coupled NADH absorbance 340 nm | inhibition, % at 10 µM | actives 0.48% (n = 65,000) | AID 555;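 active = ranked among the strongest by inhibition in the single 10 µM screen, a fixed top-ranked set picked for dose follow-up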; also: no value below 0 was filed
HPDE-C7 cytotoxicity – HPDE-C7 pancreatic duct cell viability loss – fluorescence, HTS (AID 430). HPDE-C7 pancreatic duct cells viability, fluorescence; higher % means a stronger effect. one-dose cytotoxicity, % at 10 µM; EC50 in µM for titrated hits. actives 1.8% (n = 63,000);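 also: cells exposed to compound for 48 hours before viability readout; 0% = vehicle and 100% = reference cytotoxic drug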
PMK inhibit pilot replicates – recorded beside PMK inhibit, whose call it bears; inhibition, %; measured here: pilot screen replicates
Spn MK inh pilot replicates – also measured in Spn MK inh; calls as there; inhibition, %; measured here: pilot screen replicates
DPM-DC inhibit pilot screen % – recorded beside DPM-DC inhibit, whose call it bears; inhibition, %; measured here: pilot screen trials
* = called active by the depositor. Rule as the data show it, unless noted: active = cytotoxicity above about 50%; inactive = the rest. The order is random. About 3.5% of those tested had a hit in this group.

Screening CCOC(=O)CNC(=O)C(Cc1ccccc1)NS(=O)(=O)c1ccc2c(c1)CCC(=O)N2 (stereo not drawn) returned Bfl-1 inhibitors 4%, KRASV12 cytotoxicity 2%, PMK inhibit 15, DPM-DC inhibit inactive, Alkaline phosphatase 17%, LYP phosphatase 4%, HT1080 viability 1%, Spn MK inh 0, HPDE-C7 cytotoxicity 4%, PMK inhibit pilot replicates 0.0, Spn MK inh pilot replicates 3.0 and DPM-DC inhibit pilot screen % 0.0.
Cc1sc2nc3c(C(=O)N4CCN(c5ncccn5)CC4)cccn3c(=O)c2c1C was read as Bfl-1 inhibitors 1%, KRASV12 cytotoxicity -23%, PMK inhibit 11, DPM-DC inhibit inactive, Alkaline phosphatase 3%, LYP phosphatase -8%, HT1080 viability 10%, Spn MK inh 1 and HPDE-C7 cytotoxicity -13%.
Screening CCCCCc1ccc(CC(=O)O)cc1 returned Bfl-1 inhibitors -11%, PMK inhibit 21, DPM-DC inhibit inactive, Alkaline phosphatase 14%, LYP phosphatase 2%, HT1080 viability 4% and Spn MK inh 1.
`CC(C)C(C(=O)NCc1ccco1)N(C(=O)CNS(=O)(=O)c1ccccc1)C1CCCC1` (stereo not drawn) gave Bfl-1 inhibitors 0%, KRASV12 cytotoxicity 8%, PMK inhibit 10, DPM-DC inhibit inactive, Alkaline phosphatase 4%, HT1080 viability -6%, Spn MK inh 2 and HPDE-C7 cytotoxicity 9%.
For COC(=O)c1ccc2c(=O)n(CC3CCCO3)c(=S)[nH]c2c1 (stereo not drawn) the results were Bfl-1 inhibitors 2%, KRASV12 cytotoxicity -7%, PMK inhibit 6, DPM-DC inhibit inactive, Alkaline phosphatase 13%, LYP phosphatase 10%, HT1080 viability 8%, Spn MK inh 7, HPDE-C7 cytotoxicity 3%, PMK inhibit pilot replicates 2.5, Spn MK inh pilot replicates 0.0 and DPM-DC inhibit pilot screen % 0.0.
Screening O=C(O)c1cccc(NC(=O)c2cccc(NC(=O)C3CCCO3)c2)c1 (stereo not drawn) returned Bfl-1 inhibitors -2%, KRASV12 cytotoxicity 12%, PMK inhibit 9, DPM-DC inhibit inactive, Alkaline phosphatase 16%, LYP phosphatase 13%, Spn MK inh 13 and HPDE-C7 cytotoxicity 6%.
`O=C1NCC(COCc2ccco2)O1` (stereo not drawn) gave Bfl-1 inhibitors -10%, KRASV12 cytotoxicity -3%, PMK inhibit 11, DPM-DC inhibit inactive, Alkaline phosphatase 16%, HT1080 viability -9%, Spn MK inh 4 and HPDE-C7 cytotoxicity 7%.
For O=C(Nc1ccc2c(c1)nc1n2CCOC1)c1ccccc1 the results were Bfl-1 inhibitors -8%, KRASV12 cytotoxicity -18%, PMK inhibit 5, DPM-DC inhibit inactive, Alkaline phosphatase 0%, LYP phosphatase -13%, HT1080 viability 7%, Spn MK inh 5 and HPDE-C7 cytotoxicity -9%.
`Cc1csc2nc(CNS(=O)(=O)N(C)C)cn12` gave Bfl-1 inhibitors 4%, KRASV12 cytotoxicity -6%, PMK inhibit 2, DPM-DC inhibit inactive, Alkaline phosphatase 9%, LYP phosphatase 12%, HT1080 viability -11%, Spn MK inh 2 and HPDE-C7 cytotoxicity 0%.
O=C(O)CSc1nnc(-c2ccc(S(=O)(=O)N3CCCC3)cc2)n1Cc1ccco1 was read as Bfl-1 inhibitors -4%, KRASV12 cytotoxicity 6%, PMK inhibit 12, DPM-DC inhibit inactive, Alkaline phosphatase 12%, LYP phosphatase -7%, HT1080 viability 7%, Spn MK inh 4 and HPDE-C7 cytotoxicity -3%.
Screening O=C(NCc1ccco1)C1CCCN(S(=O)(=O)c2cccc3nonc23)C1 (stereo not drawn) returned Bfl-1 inhibitors -8%, KRASV12 cytotoxicity -12%, PMK inhibit 15, DPM-DC inhibit inactive, Alkaline phosphatase 4%, LYP phosphatase -10%, Spn MK inh 0 and HPDE-C7 cytotoxicity -13%.
For COc1ccc(CC(=O)NCc2ccccn2)cc1OC the results were Bfl-1 inhibitors 7%, KRASV12 cytotoxicity -3%, PMK inhibit 17, DPM-DC inhibit inactive, Alkaline phosphatase 14%, HT1080 viability -12%, Spn MK inh 6 and HPDE-C7 cytotoxicity 0%.
Screening O=C(NCC(c1cccnc1)N1CCN(c2ccccc2)CC1)OCc1ccccc1 (stereo not drawn) returned PMK inhibit 16, DPM-DC inhibit inactive, LYP phosphatase 1%, HT1080 viability 3% and Spn MK inh 1.
`Cc1cc(N/C(=N\S(=O)(=O)c2ccc(Cl)cc2)c2ccc(F)cc2)no1` gave Bfl-1 inhibitors 2%, KRASV12 cytotoxicity 1%, PMK inhibit 12, DPM-DC inhibit inactive, Alkaline phosphatase 4%, HT1080 viability -3%, Spn MK inh 7 and HPDE-C7 cytotoxicity 8%.
Screening Cc1cc(C(=O)N2CCN(S(C)(=O)=O)CC2)sc1-c1ccccc1 returned Bfl-1 inhibitors -12%, KRASV12 cytotoxicity -13%, PMK inhibit 0, DPM-DC inhibit inactive, Alkaline phosphatase 7%, LYP phosphatase 1%, HT1080 viability 10%, Spn MK inh 0 and HPDE-C7 cytotoxicity -3%.
`CCOC(=O)C1CCN(C(=O)COc2ccc(S(=O)(=O)NC(C)C)cc2)CC1` gave Bfl-1 inhibitors -8%, KRASV12 cytotoxicity 3%, PMK inhibit 0, DPM-DC inhibit inactive, Alkaline phosphatase 1%, LYP phosphatase 11%, HT1080 viability 5%, Spn MK inh 5 and HPDE-C7 cytotoxicity -5%.
`C=CCC(CC=C)(C(=O)O)c1ccccc1` gave Bfl-1 inhibitors 1%, KRASV12 cytotoxicity -5%, PMK inhibit 7, DPM-DC inhibit inactive, Alkaline phosphatase 10%, LYP phosphatase 5%, HT1080 viability -8%, Spn MK inh 3 and HPDE-C7 cytotoxicity -9%.
Screening Nc1c(NCc2ccccc2)c2ccccc2oc1=O returned Bfl-1 inhibitors -12%, KRASV12 cytotoxicity 4%, PMK inhibit 0, DPM-DC inhibit inactive, Alkaline phosphatase 12%, LYP phosphatase 7%, HT1080 viability 3%, Spn MK inh 1 and HPDE-C7 cytotoxicity -7%.
`Cc1ccc(S(=O)(=O)N(CC(=O)NCc2ccncc2)C2CCCCC2)cc1` gave Bfl-1 inhibitors -7%, KRASV12 cytotoxicity 2%, PMK inhibit 11, DPM-DC inhibit inactive, Alkaline phosphatase 2%, LYP phosphatase -31%, HT1080 viability -9%, Spn MK inh 0 and HPDE-C7 cytotoxicity -14%.
Screening CSC1=NCCN1C(=O)c1ccc(Br)o1 returned Bfl-1 inhibitors 0%, KRASV12 cytotoxicity -19%, PMK inhibit 4, DPM-DC inhibit inactive, Alkaline phosphatase -5%, LYP phosphatase 5%, HT1080 viability -2%, Spn MK inh 11 and HPDE-C7 cytotoxicity -11%.
`O=C(Cn1[nH]c(=O)c2ccccc2c1=O)OCC(=O)N1CCCc2ccccc21` gave Bfl-1 inhibitors 1%, KRASV12 cytotoxicity -11%, PMK inhibit 10, DPM-DC inhibit inactive, Alkaline phosphatase 6%, LYP phosphatase 8%, HT1080 viability -7%, Spn MK inh 4, HPDE-C7 cytotoxicity -19%, PMK inhibit pilot replicates 0.0, Spn MK inh pilot replicates 0.0 and DPM-DC inhibit pilot screen % 0.0.
CCC(=O)Nc1cc(C(C)C)c(O)cc1C was read as Bfl-1 inhibitors -6%, KRASV12 cytotoxicity -21%, PMK inhibit 0, DPM-DC inhibit inactive, Alkaline phosphatase 6%, LYP phosphatase 13%, HT1080 viability 1%, Spn MK inh 8 and HPDE-C7 cytotoxicity -9%.
`CCCCn1c(SCC(=O)N2CCCc3ccccc32)nc2c1c(=O)n(C)c(=O)n2C` gave Bfl-1 inhibitors 2%, KRASV12 cytotoxicity -3%, PMK inhibit 10, DPM-DC inhibit inactive, Alkaline phosphatase 15%, LYP phosphatase -2%, HT1080 viability -6%, Spn MK inh 4 and HPDE-C7 cytotoxicity -1%.
For CCCCN(C(=O)c1cc(OC)c(OC)c(OC)c1)C1=CC2CCC(C1)N2C (stereo not drawn) the results were Bfl-1 inhibitors -1%, KRASV12 cytotoxicity -1%, PMK inhibit 13, DPM-DC inhibit inactive, Alkaline phosphatase 7%, LYP phosphatase 9%, HT1080 viability -8%, Spn MK inh 5 and HPDE-C7 cytotoxicity -8%.
`O=C(CCS(=O)(=O)c1cccc2nonc12)NC1CCCCCC1` gave Bfl-1 inhibitors -9%, KRASV12 cytotoxicity -10%, PMK inhibit 0, DPM-DC inhibit inactive, Alkaline phosphatase -1%, LYP phosphatase -2%, HT1080 viability 23%, Spn MK inh 8 and HPDE-C7 cytotoxicity -37%.
Nc1cc(CN2C(=O)c3ccccc3C2=O)cc(Cl)c1O was read as Bfl-1 inhibitors -9%, KRASV12 cytotoxicity 6%, PMK inhibit 1, DPM-DC inhibit inactive, Alkaline phosphatase 18%, HT1080 viability 20%, Spn MK inh 1, HPDE-C7 cytotoxicity 14%, PMK inhibit pilot replicates 3.0, Spn MK inh pilot replicates 0.0 and DPM-DC inhibit pilot screen % 0.0.
Screening COc1ccccc1CNC(=O)COC(=O)c1cnccn1 returned Bfl-1 inhibitors 0%, KRASV12 cytotoxicity -3%, PMK inhibit 9, DPM-DC inhibit inactive, Alkaline phosphatase 8%, LYP phosphatase 9%, HT1080 viability -2%, Spn MK inh 0 and HPDE-C7 cytotoxicity 2%.
COCCCN(C(=O)Cn1ncc2c(=O)oc3ccc(C)cc3c21)C(C)c1ccncc1 (stereo not drawn) was read as Bfl-1 inhibitors 9%, KRASV12 cytotoxicity -1%, PMK inhibit 2, DPM-DC inhibit inactive, Alkaline phosphatase 5%, HT1080 viability 0%, Spn MK inh 6 and HPDE-C7 cytotoxicity -8%.
`CCOC(=O)C1CCN(C(=O)c2ccc(NC(=O)C3CCCO3)cc2)CC1` (stereo not drawn) gave Bfl-1 inhibitors 3%, KRASV12 cytotoxicity -12%, PMK inhibit 0, DPM-DC inhibit inactive, Alkaline phosphatase 0%, LYP phosphatase -4%, HT1080 viability -6%, Spn MK inh 8 and HPDE-C7 cytotoxicity -17%.
For CCOC(=O)NCc1ccc2[nH]c(C)cc2c1 the results were Bfl-1 inhibitors 2%, KRASV12 cytotoxicity -13%, PMK inhibit 5, DPM-DC inhibit inactive, Alkaline phosphatase 4%, LYP phosphatase 5%, Spn MK inh 2 and HPDE-C7 cytotoxicity -27%.
For CC1(C)CC(=O)C(C=NCCO)=C(O)C1 the results were Bfl-1 inhibitors 6%, KRASV12 cytotoxicity -16%, PMK inhibit 7, DPM-DC inhibit inactive, Alkaline phosphatase 12%, LYP phosphatase -2%, HT1080 viability 1%, Spn MK inh 3, HPDE-C7 cytotoxicity -17%, PMK inhibit pilot replicates 5.0, Spn MK inh pilot replicates 0.0 and DPM-DC inhibit pilot screen % 2.5.

Assay outcomes from PubChem BioAssay.
